Screening data (PubChem BioAssay)
AGP1-GFP MLPCN: alters AGP1-GFP fluorescence in TOR pathway yeast screen | 320,000 compounds, 0.02% hits | GFP response vs DMSO, % at 10 µM | S. cerevisiae AGP1-GFP multiplex flow cytometry, 3 h; GFP as percent of DMSO wells | AID 2066;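 active means GFP response relative to DMSO above a set limit, near screen average plus 3 SD, cut at about 150% in these data; inconclusive means fewer than 70 cells counted for the yeast strain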;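 further: median GFP channel fluorescence of the gated AGP1 strain per well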
AHR activator: activators of human aryl hydrocarbon receptor; activation, % at 5 µM; 320,000 compounds, 2.5% hits; AHR-responsive luciferase reporter cells, luminescence; P35869; AID 2796; in the data active means activation above about 47%;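 further: 0% = vehicle wells and 100% = reference agonist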
RPL19A TOR yeast: modulators of TOR pathway RPL19A-GFP in S. cerevisiae; percent response vs DMSO, % at 10 µM; 330,000 compounds, 0.3% hits; AID 2025; S. cerevisiae RPL19A-GFP strain, flow cytometry, 3 h; stronger effect = lower value;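 active means percent response vs DMSO below 50%; inconclusive means fewer than 70 events counted for the yeast strain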;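 further: median channel GFP fluorescence of the barcoded RPL19A-GFP strain; ratio of sample median GFP to plate DMSO average so 100% = DMSO; lower means less RPL19A-GFP as with rapamycin TOR inhibition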
LAP4 TOR yeast: modulators of TOR pathway LAP4-GFP in S. cerevisiae; S. cerevisiae LAP4-GFP multiplex, flow cytometry GFP, 3 h; median GFP as percent of DMSO wells; 320,000 compounds, 0.34% hits; AID 2023; GFP response vs DMSO, % at 10 µM;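 active means GFP response vs DMSO above a set limit, about the screen mean plus 3 SD, cut at about 150% in these data; inconclusive means under 70 cell events counted for the yeast strain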
CIT2 TOR yeast: modulators of TOR pathway CIT2-GFP in S. cerevisiae | S. cerevisiae CIT2-GFP strain, flow cytometry, 3 h; 100 means same as DMSO wells | GFP response vs DMSO, % at 10 µM | 320,000 compounds, 0.065% hits | AID 2029;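 active means GFP response relative to DMSO above a set limit, near the screen mean plus 3 SD, cut at about 150% in these data; inconclusive means Fewer than 70 cells measured for a yeast strain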;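 further: ratio of well median GFP fluorescence to mean of DMSO wells on the plate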
proCasp7 act: counter-screen: procaspase-7 (human) activation; recombinant procaspase-7, Ac-DEVD-pNA absorbance 405 nm; D23A/D198A/D206A triple mutant, cannot self-cleave; scale: DMSO 0, 5 µM enzyme 100; 330,000 compounds, 0.093% hits; activation, % at 8.5 µM;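 active means percent activation above the screen-wide mean plus 3 SD, cut at about 25% in these data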
Target sequence (P55210 whole entry D23A/D198A/D206A): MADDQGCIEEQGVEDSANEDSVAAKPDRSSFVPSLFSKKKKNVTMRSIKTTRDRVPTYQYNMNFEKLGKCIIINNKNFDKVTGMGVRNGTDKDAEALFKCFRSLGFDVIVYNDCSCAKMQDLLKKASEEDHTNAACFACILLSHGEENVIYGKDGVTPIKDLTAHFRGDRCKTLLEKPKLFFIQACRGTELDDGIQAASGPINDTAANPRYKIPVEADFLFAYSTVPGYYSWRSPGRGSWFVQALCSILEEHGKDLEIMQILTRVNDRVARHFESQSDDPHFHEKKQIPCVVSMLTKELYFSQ
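Assay system: Uncleavable procaspase-7 mutant enzyme; Input: 2 µM procaspase-7 mutant as dispensed; Also added: DEVD-pNA substrate; Medium: Zinc-free HEPES pH 7.4 with 300 mM NaCl, 0.01% Triton X-100; Timing: 1 h compound preincubation, 2 h substrate cleavage, 25 °C; Measured by: Epi-absorbance of released pNA at 405 nm, two timepoints.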
proCasp3 act: activators of human procaspase-3 | recombinant procaspase-3 D3A, Ac-DEVD-pNA absorbance 405 nm | 330,000 compounds, 0.11% hits | P42574 | activation, % at 8.5 µM;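 active means activation above the mean of all tested compounds plus 3 SD, cut at about 21% in these data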;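 further: 0% = DMSO alone and 100% = DMSO wells spiked with extra 5 µM PC-3 D3A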
Target sequence (P42574 whole entry D9A/D28A/D175A): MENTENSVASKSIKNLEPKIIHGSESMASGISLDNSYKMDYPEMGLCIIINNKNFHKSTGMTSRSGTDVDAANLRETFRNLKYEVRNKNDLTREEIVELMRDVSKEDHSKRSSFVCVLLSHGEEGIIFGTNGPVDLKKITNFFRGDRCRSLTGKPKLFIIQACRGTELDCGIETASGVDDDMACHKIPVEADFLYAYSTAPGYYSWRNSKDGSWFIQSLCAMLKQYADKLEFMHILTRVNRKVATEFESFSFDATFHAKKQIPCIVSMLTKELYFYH
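Assay system – Procaspase-3 D3A mutant, all three cleavage aspartates alanine · Controls – DMSO-only low control, 5 µM PC-3 D3A high control · Schedule – 1 h compound preincubation, 2 h substrate hydrolysis at 25 °C · Signal – 405 nm absorbance of p-nitroaniline, reads at 0 and 120 min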
MEP2 TOR yeast: yeast TOR pathway MEP2-GFP modulation. AID 2016. GFP response vs DMSO, % at 10 µM. S. cerevisiae MEP2-GFP strain, flow cytometry GFP, 3 h; 100% = DMSO control level. 330,000 compounds, 0.51% hits;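 active means GFP response versus DMSO above a set limit, roughly screen mean plus 3 SD, cut at about 180% in these data; inconclusive means fewer than 70 cells counted for a yeast strain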;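 further: median GFP fluorescence of the barcode-gated MEP2-GFP cells per well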
Active calls of the source: *; ? = inconclusive; nt = no result given; [ ] = another dose, or the depositor's remark.

SMILES	AGP1-GFP MLPCN	AHR activator	RPL19A TOR yeast	LAP4 TOR yeast	CIT2 TOR yeast	proCasp7 act	proCasp3 act	MEP2 TOR yeast
CCCc1nccn1S(=O)(=O)c1cc(OC)ccc1OC	100	0	102	82	112	7	2	105
Cc1ccc(C2C(/C=C3/SC(=S)NC3=O)=C(c3cccs3)Oc3ccccc32)cc1 (stereo not drawn)	110	2	97	92	102	-19	-16	99
C#CCN1C(=O)S/C(=C\c2ccc(N3CCOCC3)cc2C)C1=O	107	-6	105	103	106	-15	-3	107
CCCOc1ccc2oc(=O)c3c(c2c1)CCCN3C(=O)CN(C)Cc1ccccc1	105	6	100	101	105	3	-6	104
CCOC(=O)c1ccc(N2Cc3ccccc3C2)cc1O	89	1	91	92	91	11	-3	96
CCN(CC)CC(=O)NCC1(c2ccccc2)CCCC1	95	1	98	100	94	18	-1	92
CCn1c(SCC(=O)c2ccc(CNC(C)=O)o2)nnc1-c1cccs1	90	2	94	92	99	0	12	96
Cc1ccc(NC(=O)CN2CCCN(S(=O)(=O)c3ccc(Br)s3)CC2)cc1	107	11	102	101	107	-1	11	106
Cc1nc(Cl)sc1C(=O)Nc1ccc(C(F)(F)F)cc1	88	99*	103	80	102	-6	-3	102
COCCSc1nnc(NC(=O)COc2ccc3c(c2)OCO3)s1	98	12	102	81	105	1	0	105
CCOC(=O)c1[nH]c(C)c(CN(Cc2ccco2)C(=O)C(F)(F)F)c1C	94	4	94	101	87	-9	-3	98
S=C(N/N=C/c1cccc2ccccc12)Nc1cccc(Cl)c1	109	48*	99	111	105	-10	-14	109
CCOC(=O)c1c(CN2CCCCC2)n(C)c2cc(Br)c(O)c(CN(C)C)c12	102	-1	103	92	88	-10	6	86
O=C(c1ccc(CS(=O)c2cccc(Cl)c2)o1)N1CCN(c2ccccn2)CC1 (stereo not drawn)	99	16	98	98	100	8	-2	94
Cn1ncc2c(c(SCc3ccc(Cl)cc3Cl)nn2C)c1=O	105	0	102	115	98	-14	-7	100
O=S(=O)(Nc1cccc(S(=O)(=O)N2CCCC2)c1)c1ccccc1F	97	0	98	93	94	1	-2	95
COc1ccccc1NC(=O)C(=O)N1CCCC1	88	9	87	89	90	4	4	89
COc1cc(N2C(=O)c3ccccc3C2=O)c(Cl)cc1C(=O)OCC(=O)NCc1ccco1	99	3	nt	98	105	10	0	92
O=C(CSc1nc(C2CCCCC2)n(-c2ccccc2)n1)NCCN1C(=O)CSC1=O	102	0	96	97	96	16	0	102
CN(C)CCNc1ccc(-c2nn(C)c(=O)c3ccccc23)cc1[N+](=O)[O-]	102	5	104	94	101	8	0	105
O=c1[nH]c(/C=C/c2cccc3ccccc23)nc2ccccc12	91	56*	104	95	100	6	0	109
O=C(Cn1cnc2c(OCc3ccccc3)ncnc21)NCCCN1CCCC1=O	89	-1	88	88	91	10	-1	85
COc1ccc(NS(=O)(=O)c2ccc(Cl)c(NC(=O)c3cccnc3Cl)c2)cc1	99	3	105	105	107	-4	2	104
CCCN(C(=O)CSCc1ccccc1C)c1c(N)n(Cc2ccccc2)c(=O)[nH]c1=O	108	2	103	100	106	-3	-3	107
O=C(COc1ccccc1)c1cn(CC(=O)N2CCCC2)c2ccccc12	108	5	101	104	96	-3	-2	95
CCOC(=O)c1nc(Nc2ccccc2)c2ccccc2n1	99	1	96	107	98	-7	3	105
COc1ccccc1/C=C(\NC(=O)c1ccc(OC)c(OC)c1)C(=O)Nc1cc([N+](=O)[O-])ccc1C	96	9	105	92	111	-22	2	104
Cc1cc(C)n(-c2nc(NC(C)C)nc(NC(C)C)n2)n1	?	3	18*[may fluoresce violet]	100[may fluoresce violet]	?	10	-4	355*[may fluoresce violet]
COc1ccc(CNC(=O)CCS(=O)(=O)c2ccc(Br)cc2)cc1	110	1	100	110	109	2	6	110
Cc1cc(C)n(CCC(=O)N2CCCC(Nc3ccc(F)cc3)C2)n1 (stereo not drawn)	101	7	100	116	96	2	-2	107
Fc1ccc(-n2nnc(-c3nccs3)n2)cc1	80	3	97	114	75	-3	5	97
CC1CN(C(=O)/C(=C/c2ccco2)NC(=O)c2ccccc2)CC(C)O1 (stereo not drawn)	101	1	104	93	98	-14	3	101
COc1ccc(C(=O)Nc2ccc(S(=O)(=O)Nc3onc(C)c3C)cc2)cc1OC	90	1	90	85	98	8	1	86
Cc1cc(SCC(=O)N2CCCC2=O)nc2c(C)cccc12	100	6	92	102	92	2	-3	91
CC(C)CCNC(=O)C1CC(c2ccc(C(F)(F)F)cc2)=NO1 (stereo not drawn)	102	5	92	99	94	-7	4	92
CCOC(=O)C1=C(SCC)c2cc3c(n2C1=O)CCCC3	91	6	98	114	64	1	-11	105
CCOc1ccc(S(=O)(=O)NCCC(=O)Nc2ncccc2C)cc1	94	0	94	90	96	7	-6	94
CCN(CC)C(=O)Cn1c(=O)n(-c2ccccc2)c(=O)c2c3c(sc21)CCC3	98	-4	94	90	105	7	0	101
O=C(Cc1ccccc1)NCCS(=O)(=O)N1CCN(c2cccc(Cl)c2)CC1	101	1	97	93	103	7	-4	100
COc1ccc(-c2sc(Nc3ccccc3)n[n+]2-c2ccc(F)cc2)cc1Br	90	0	105	105	83	-6	-4	94
COc1ccc(N2CCN(S(=O)(=O)c3ccc(-n4cnnn4)c(C)c3)CC2)cc1	102	0	94	110	91	10	-1	88
Cc1cccc(CS(=O)(=O)Cc2ccc(C(=O)NCc3ccco3)o2)c1	104	0	103	94	106	20	7	99
Fc1ccc(NC(=S)N/N=C/c2cccc(Br)c2)c(F)c1	?	9	?	?	?	-2	6	?
CCCN1CCN(c2ncnc3scc(C4COc5ccccc5O4)c23)CC1 (stereo not drawn)	102	0	97	96	94	3	-3	93
COc1c(S(=O)(=O)NCCCN2CCOCC2)ccc(Cl)c1Cl	107	1	103	104	106	-4	-6	100
COc1cccc(/C=N/NC(=O)c2nc(-c3ccccc3)cc(-c3ccccc3)n2)c1	96	43	95	103	94	1	3	99
CCCCn1c(SCC(=O)NCc2ccco2)nnc1-c1ccoc1C	99	0	101	94	108	3	-1	100
COc1ccccc1CCC(=O)N1CCN(C(=O)c2ccccc2)CC1	100	-1	103	92	100	8	-5	101
CC(C)OC(=O)/C(C#N)=C/c1cn(Cc2ccccc2)c2ccccc12	96	1	101	94	97	-21	-9	105
CCCCN(C1CCS(=O)(=O)C1)S(=O)(=O)c1ccc(OC)cc1 (stereo not drawn)	100	1	91	95	90	4	-3	99

Looked up by compound from above:
SMILES	AGP1-GFP MLPCN	AHR activator	RPL19A TOR yeast	LAP4 TOR yeast	CIT2 TOR yeast	proCasp7 act	proCasp3 act	MEP2 TOR yeast
COc1c(S(=O)(=O)NCCCN2CCOCC2)ccc(Cl)c1Cl	107	1	103	104	106	-4	-6	100
COc1cccc(/C=N/NC(=O)c2nc(-c3ccccc3)cc(-c3ccccc3)n2)c1	96	43	95	103	94	1	3	99
CCCCn1c(SCC(=O)NCc2ccco2)nnc1-c1ccoc1C	99	0	101	94	108	3	-1	100
CC(C)OC(=O)/C(C#N)=C/c1cn(Cc2ccccc2)c2ccccc12	96	1	101	94	97	-21	-9	105
Fc1ccc(NC(=S)N/N=C/c2cccc(Br)c2)c(F)c1	?	9	?	?	?	-2	6	?

(next part)
SMILES	AGP1-GFP MLPCN	AHR activator	RPL19A TOR yeast	LAP4 TOR yeast	CIT2 TOR yeast	proCasp7 act	proCasp3 act	MEP2 TOR yeast
C=C(C)c1cccc(C(C)(C)NC(=O)Nc2ccc(Cl)cn2)c1	102	91*	105	106	92	-4	-1	102
O=C(Nc1nc2ccsc2c(=O)s1)c1ccc(Cl)cc1	96	6	95	101	94	0	-1	94
COc1ccc(CC(C(=O)Nc2cccc(F)c2)c2nn[nH]n2)c(OC)c1 (stereo not drawn)	106	-2	100	97	94	5	-7	101
COc1ccc(S(=O)(=O)N2CCN(CCc3ccccc3)CC2)c(OC)c1	99	2	105	94	100	-6	4	105
CC(C)NC[C@H](O)c1ccc(O)c(O)c1	99	-1	100	104	98	-17	-7	95
O=C(Nc1cc(S(=O)(=O)N2CCOCC2)ccc1N1CCOCC1)c1c(F)cccc1Cl	103	1	102	97	109	9	6	110
Cc1ccc(NN2C(=O)C=C(c3ccc(Cl)cc3)C2=O)cc1	74	2	54	203*	78	-26	-12	98
COc1ccc2c(c1)C(c1ccccc1)NC(=O)C2 (stereo not drawn)	81	2	100	111	71	-2	9	95
CCOc1ccc(-c2c(C(=O)N/N=C/c3ccoc3)nnn2-c2nonc2N)cc1	91	-1	98	86	92	1	1	93
Cc1ccc(S(=O)(=O)NC(=O)NCc2ccc(F)cc2)cc1	103	1	97	106	98	-1	0	100
Cc1ccc(CNC(=O)CCC2CCCN(Cc3cccc4c3OCO4)C2)o1 (stereo not drawn)	106	-1	99	106	101	2	-1	95
Cn1c(Cc2csc(N)n2)nnc1SC/C=C/c1ccccc1	100	0	100	97	105	-4	3	103
CCOC(=O)N1CCN(C(=O)Nc2ccc3nccnc3c2)CC1	104	4	103	97	98	1	1	103
Cc1cc2nn(-c3ccc(F)cc3)nc2cc1N	80	109*	99	95	82	9	9	105
Cc1nc(SCC(=O)N2CCc3ccccc32)n[nH]1	?	-2	40*[may fluoresce violet]	93[may fluoresce violet]	?	8	-8	365*[may fluoresce violet]
Cc1ccc(S(=O)(=O)Cn2nnnc2C(CC(C)C)N2CCN(c3ccc(F)cc3)CC2)cc1 (stereo not drawn)	102	2	99	99	108	0	1	106
COC(=O)c1ccc(C2/C(=C(\O)c3ccc4c(c3)OCCO4)C(=O)C(=O)N2CCCN2CCOCC2)cc1 (stereo not drawn)	114	2	108	114	110	-17	8	107
COc1cc(/C=N/NC(=O)c2cccc3ccccc23)cc(OC)c1OC	98	3	102	93	107	1	-5	106
CC(=O)Nc1ccc(NC(=O)c2cccc(-c3cc4ccccc4oc3=O)c2)cc1	100	12	101	112	102	3	9	139
O=C(Nc1ccc(N2C(=O)C3C4C=CC(C4)C3C2=O)cc1)Nc1nnc(C(F)(F)F)s1 (stereo not drawn)	105	4	102	101	99	1	1	102
COC(=O)c1ccccc1NC(=O)CSc1nc2ccccc2c(=O)[nH]1	100	8	102	111	97	7	5	112
Cc1cccc(NC(=O)CSc2nc3nc(C)cc(C)c3c(=O)[nH]2)c1	87	4	88	83	96	10	5	89
CCOC(=O)c1c(C)[nH]c(C)c1S(=O)(=O)NCc1ccccc1C	96	5	101	95	96	17	5	94
CCOc1ccc(C(=O)NCC(=O)OCc2csc(-c3ccccc3)n2)cc1	103	6	106	102	101	-12	1	107
Cc1cc(/C=N/n2cnnc2)c(C)n1-c1ccc(Cl)cc1Cl	98	5	96	97	89	0	-1	92
Cc1ccc(S(=O)(=O)N2CCC(C(N)=O)CC2)c(C)c1C	111	3	98	103	96	9	-4	100
CC(=O)OCC(CCn1cnc2cnc(N)nc21)COC(C)=O	99	-1	110	109	118	-8	5	99
